HP1b chromo inh: HTS for Inhibitors of HP1-beta Chromodomain Interactions with Methylated Histone Tails. AlphaScreen HP1-beta / biotin-H3K9me3 peptide binding. Chromobox protein homolog 1 (Homo sapiens), P83916. hit rate 0.56% among 390,000. Potency, µM (doses to about 114 µM), for inactives: top-dose activity change, negative = inhibition, hits mostly inhibitors; further: nearly all actives have a fitted effect of over 70% in size; inactives centre near 23
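Compound inhibition of the preformed complex between 50 nM HP1-beta and 50 nM biotinylated H3K9me3 peptide was read by AlphaScreen. Buffer was PBS pH 7.4 with 0.01% Tween-20. Incubations ran 30 min at room temperature, with 10 ug/mL donor/acceptor beads.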
Pin1 inhibitor: qHTS Assay to Find Inhibitors of Pin1. Peptidyl-prolyl cis-trans isomerase NIMA-interacting 1 (Homo sapiens), Q13526. Pin1 FP peptide displacement, HiFluor488, 10 min. Potency, µM (doses to about 115 µM), without a hit: at the top dose activity, negative = inhibition, hits mostly inhibitors. hit rate 0.009% among 390,000; active means well fitted inhibition curve with a large enough effect in the polarisation, with a control signal flat, not every such curve was filed as active; inconclusive means small, poorly fitted or top-dose-only effect, or effect the other way, or a change in a side signal; inactive means no such curve, though single readings can be large or run the other way; the % refers to the polarisation; further: on the % scale 0 is the no-effect control and ±100 the full control effect
Target sequence (Q13526 whole entry, looked up): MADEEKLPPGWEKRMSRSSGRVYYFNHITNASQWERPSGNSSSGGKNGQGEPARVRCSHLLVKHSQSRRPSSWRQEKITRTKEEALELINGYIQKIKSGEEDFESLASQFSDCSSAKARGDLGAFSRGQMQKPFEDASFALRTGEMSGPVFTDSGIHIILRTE
G9a block: qHTS Assay for Inhibitors of Histone Lysine Methyltransferase G9a; Histone-lysine N-methyltransferase EHMT2 (Homo sapiens), Q96KQ7; G9a H3K9 monomethylation, AlphaScreen, 2 h; Potency, µM (series often up to 102 µM), for the others: at the top dose activity, negative = inhibition, hits mostly inhibitors; hit rate 8.8% among 350,000; further: on the % scale 0 is the no-effect control and ±100 the full control effect; nearly all actives have a fitted effect of over 75% in size
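G9a (20 nM) was preincubated 15 min with compound, then reacted 2 h at room temperature with 500 nM biotin-H3K9 peptide and 20 µM SAM. Monomethyl-H3K9 detected by AlphaScreen using anti-H3K9me1 antibody.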
BLM helicase inh: qHTS Assay for Inhibitors of Bloom's syndrome helicase (BLM) | recombinant BLM DNA unwinding, fluorescence dequenching | RecQ-like DNA helicase BLM (Homo sapiens), P54132 | Potency, µM (doses to about 56.1 µM), inactives show at the highest dose activity change, negative = inhibition, actives largely listed as inhibitors | hit rate 0.2% among 350,000;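 further: plate controls were vehicle for no effect and no enzyme for full effect; nearly all actives have a fitted effect of over 35% in size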
GLS inhibitor: qHTS for Inhibitors of Glutaminase (GLS); GLS enzymatic activity, qHTS titration; Potency, µM (top dose mostly 45.5 µM), for inactives: top-dose activity change, negative = inhibition, most hits filed as inhibitors; hit rate 0.21% among 410,000; further: on the % scale 0 is the no-effect control and ±100 the full control effect
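Enzyme dispensed in phosphate buffer (45 mM, pH 8.2, 0.02% Tween-20), compounds pinned in, then 1 mM L-glutamine solution and the glutamate oxidase–HRP–Amplex Red mix added; fluorescence read immediately and again after 30 min at room temperature.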
Pol iota inh: qHTS for Inhibitors of Polymerase Iota; DNA polymerase iota (Homo sapiens), Q9UNA4; Pol iota fluorescent replication assay, 10 min; Potency, µM (series often up to 115 µM), inactives show top-dose activity, negative = inhibition, actives largely listed as inhibitors; hit rate 1% among 390,000
Target sequence (Q9UNA4 whole entry, looked up): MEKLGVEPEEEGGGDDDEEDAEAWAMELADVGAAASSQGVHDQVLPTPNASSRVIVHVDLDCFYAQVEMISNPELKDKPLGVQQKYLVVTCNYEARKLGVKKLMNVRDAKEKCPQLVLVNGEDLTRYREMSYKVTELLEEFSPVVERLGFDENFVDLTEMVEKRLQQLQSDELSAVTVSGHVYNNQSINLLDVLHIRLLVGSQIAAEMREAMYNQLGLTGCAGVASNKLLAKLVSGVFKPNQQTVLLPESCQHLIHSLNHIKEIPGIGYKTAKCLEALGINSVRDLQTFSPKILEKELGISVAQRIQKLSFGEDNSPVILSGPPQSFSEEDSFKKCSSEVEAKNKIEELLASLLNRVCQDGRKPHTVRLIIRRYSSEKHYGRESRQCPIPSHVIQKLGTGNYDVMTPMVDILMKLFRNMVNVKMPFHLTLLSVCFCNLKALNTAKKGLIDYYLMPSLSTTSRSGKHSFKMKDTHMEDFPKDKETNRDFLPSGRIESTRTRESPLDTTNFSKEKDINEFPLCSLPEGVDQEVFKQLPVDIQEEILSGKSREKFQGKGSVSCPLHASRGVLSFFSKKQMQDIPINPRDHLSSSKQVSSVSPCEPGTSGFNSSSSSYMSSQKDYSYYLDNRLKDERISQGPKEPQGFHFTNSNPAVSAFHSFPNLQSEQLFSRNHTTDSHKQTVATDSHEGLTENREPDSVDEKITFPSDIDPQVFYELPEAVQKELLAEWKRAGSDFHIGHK
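Pol iota at 10 nM preincubated 15 min with compounds at room temperature; reaction started with fluorescent substrate, 50 nM final. Fluorescence read kinetically at 0 and 10 min; buffer-only wells as negative control.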
PGK inhibitor: qHTS Assay to Find Inhibitors of Phosphoglycerate Kinase; AID 602233, 2012; Potency, µM (series often up to 57.5 µM), inactives show at the highest dose activity change, negative = inhibition, usual class: inhibitors; hit rate 0.043% among 380,000; PGK/GAPDH coupled, Kinase-Glo luminescence, 60 min; further: on the % scale 0 is the no-effect control and ±100 the full control effect; nearly all actives have a fitted effect of over 60% in size
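Luminescent ATP detection (Kinase-Glo Plus) follows a 60-minute room-temperature incubation, with wells lacking PGK as controls. Buffer: 100 mM TEA (pH 7.6), 5 mM MgCl2, 0.01% Tween-20. Coupling enzyme GAPDH (100 nM final) supplies unstable 1,3-BPG in-well.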
JMJD2A Tudor: qHTS Assay for Inhibitors of JMJD2A-Tudor Domain | Lysine-specific demethylase 4A (Homo sapiens), O75164 | hit rate 4.4% among 390,000 | AlphaScreen JMJD2A-Tudor / H3K4me3 peptide binding | Potency, µM (titrated, usually from 114 µM), inactives show top-dose activity change, negative = inhibition, hits mostly inhibitors | AID 504339, 2011; further: on the % scale 0 is the no-effect control and ±100 the full control effect; nearly all actives have a fitted effect of over 50% in size
BAZ2B inh: qHTS Assay for Inhibitors of BAZ2B | Bromodomain adjacent to zinc finger domain protein 2B (Homo sapiens), Q9UIF8 | AlphaScreen BAZ2B-H3K14Ac peptide displacement | Potency, µM (doses to about 114 µM), without a hit: at the highest dose activity change, negative = inhibition, hits mostly inhibitors | hit rate 4.4% among 360,000 | AID 504333, 2011; further: on the % scale 0 is the no-effect control and ±100 the full control effect; nearly all actives have a fitted effect of over 60% in size
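Inhibition is scored as reduced AlphaScreen emission. The BAZ2B/b-H3(5-23)K14Ac complex (50 nM each) in PBS pH 7.4, 0.01% Tween-20 meets compound (up to 110 uM) for 30 min at RT before bead addition.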
* hit, by the source's call; i = inactive; u = inconclusive; x = not tested or not shown; & = joins results of further samples; [ ] = remark or other dose. Unless noted, the call rests on the fitted dose curve; in most records, active means well fitted curve in the direction sought with a large enough effect; inconclusive means small, poorly fitted or top-dose-only effect, or another doubt; inactive means no such curve, though single readings can be large; an effect the other way counts as inactive or inconclusive. Potency means the concentration at half of the fitted maximal effect. A portion of the library; rates above refer to the full screens.

SMILES	HP1b chromo inh	Pin1 inhibitor	G9a block	BLM helicase inh	GLS inhibitor	Pol iota inh	PGK inhibitor	JMJD2A Tudor	BAZ2B inh
COc1ccc(-n2nc(C(=O)N3CCC(C)CC3)c3c4ccccc4n(C)c3c2=O)cc1Cl	25%	1%	-31%[59 µM]	-2%	-6%	8%	14%	-13%	x
CCc1nc(SCC(=O)NNC(=O)C2CCCCC2)c2ccccc2n1	23%	24%	42%[0.501 µM]	-1%	12%	22%	13%	-9%	3%[57.1 µM]
Cn1cnc([N+](=O)[O-])c1Oc1cccc2ccccc12	36%	-6%	-17%	1%	3%	-12%	i	-19%	-4%
Cc1ccc(S(=O)(=O)CCC(=O)N(CCN2CCOCC2)c2nc3ccccc3s2)cc1	45%	-6%	1%[0.501 µM]	x	0%	-11%	-8%	-8%	12%
CC1CCCC/C1=N\NC(=S)Nc1cccnc1 (centres undefined)	u	6%	3.2µM*	0%	-8%	2%	-12%	u	u
COc1ccc(NC(=O)N(C)C[C@H]2Oc3c(NC(=O)NC(C)C)cccc3C(=O)N([C@H](C)CO)C[C@@H]2C)cc1	31%	-4%	x	x	9%	8%	i	-9%	x
COc1ccccc1CCNC(=O)Nc1cccc([N+](=O)[O-])c1	37%	-3%	u	-7%	-5%	24%	-6%	-21%	u
COc1cc(NC(=O)CCCn2c(=O)oc3ccccc32)cc(OC)c1	23%	-7%	x	x	-1%	20%	-1%	-1%	x
COc1ccc(C(C)=O)c(OC(=O)c2ccc(OC)c(OC)c2)c1	29%	0%	14%[12.7 µM]	2%	-1%	-12%	i	-5%	-3%
Cc1nn(C)c(C)c1/C=N/NC(=O)CCn1nc(C)c([N+](=O)[O-])c1C	17%	-2%	-26%[59 µM]	-3%	-3%	24%	i	-10%	-34%
O=C(CCN1C(=O)/C(=C\c2cccs2)SC1=S)Nc1ccccn1	13%	u	u	-9%	6%	94%[activator]	8%	-23%	u
COc1cccc(/C=N/NC(=O)c2nnn(-c3nonc3N)c2C(C)C)c1	19%	u	1%[59 µM]	-5%	4%	-7%	-5%	-8%	-5%
Cc1[nH]c(=O)[nH]c(=O)c1S(=O)(=O)NCCc1ccc(S(N)(=O)=O)cc1	17%	5%	6%[59 µM]	-1%	-6%	1%	0%	23%[11.4 µM]	0%
CC(C)c1ccc(OCc2nnc(SCC(=O)N3CCCCC3)o2)cc1	14%	0%	5%	-11%	1%	20%	i	-11%	5%
CCOc1cc(S(=O)(=O)Nc2ccccc2CC)ccc1Cl	86%	u	31%[12.7 µM]	-16%	-3%	6%	-5%	48%[activator]	23%
CC(=O)C1(C)C(=O)N(c2ccc(C)cc2)C(=O)N1c1ccc(C)cc1 (centres undefined)	36%	-3%	x	x	-2%	23%	1%	-6%	x
CC(CC(=O)Nc1ccc(S(=O)(=O)Nc2ncccn2)cc1)c1ccccc1 (centres undefined)	44%[activator]	-1%	-9%[59 µM]	-2%	-10%	122%[activator]	-3%	-3%	1%
O=C(Nc1cccc(S(=O)(=O)N2CCOCC2)c1)C1COc2ccccc2O1 (centres undefined)	8%	-2%	-48%	x	6%	8%	-5%	-14%	11%
CCn1c(N2CCN(C(=S)NCC(C)C)CC2)nc2ccccc21	21%	1%	19%[59 µM]	-3%	-1%	14%	1%	-2%	4%
Cc1cc(C)c(S(=O)(=O)N2CCN(C(=O)c3cc4ccccc4oc3=O)CC2)c(C)c1	19%	7%	1%[59 µM]	x	1%	30%	-2%	-23%	1%
CCOc1cccc(NC(=O)C2CC(=O)N(C)C(=Nc3ccccc3)S2)c1 (centres undefined)	20%	u	37%[12.7 µM]	-10%	4%	-21%	x	-22%	-31%
O=C(C1CCCN(S(=O)(=O)c2cccs2)C1)N1CCN(c2ccccc2F)CC1 (centres undefined)	21%	3%	-13%[59 µM]	-5%	-10%	0%	-9%	-13%	-15%
Cc1ccc2[nH]c(=O)c(CN(CCCO)S(=O)(=O)c3c(C)ccc4nsnc34)cc2c1	15%	-6%	4%[12.7 µM]	0%	0%	1%	-6%	-21%	1%
Nc1c(NCCC2=CCCCC2)c(=O)[nH]c(=O)n1Cc1ccccc1	39%	u	-27%[59 µM]	2%	u	38%[activator]	-9%	-29%	-28%
COCC(C)NC(=O)c1cc(-c2ccccc2OC)on1 (centres undefined)	17%	-3%	18%[59 µM]	-1%	3%	32%[activator]	-3%	-16%	2%
O=C(O)CC(CC(=O)Nc1nncs1)c1ccccc1 (centres undefined)	13%	-10%	-3%[12.7 µM]	1%	9%	0%	-1%	-8%	-7%
O=C(O)C1CC=CCC1C(=O)Nc1cccc(F)c1 (centres undefined)	18%	-1%	u	3%	7%	-6%	x	-25%	-5%
COc1cc(OC)cc(C(=O)N[C@H](C(=O)OCC(=O)Nc2ccc(C(C)C)cc2)C(C)C)c1	25%	1%	3%	-7%	-10%	51%[activator]	-2%	-16%	11%
Cc1c(Cl)cccc1NC(=O)Nc1nnc(N(C)C2CCCCC2)s1	23%	-7%	-32%[59 µM]	-4%	0%	22%	2%	-22%	u
COc1ccccc1/C=C/C(=O)NCC(=O)n1nc(C)cc1C	13%	-4%	x	-1%	-2%	57%[activator]	-6%	-5%	1%

Some of these compounds in order of length of the SMILES, descending.
SMILES	HP1b chromo inh	Pin1 inhibitor	G9a block	BLM helicase inh	GLS inhibitor	Pol iota inh	PGK inhibitor	JMJD2A Tudor	BAZ2B inh
COc1cc(OC)cc(C(=O)N[C@H](C(=O)OCC(=O)Nc2ccc(C(C)C)cc2)C(C)C)c1	25%	1%	3%	-7%	-10%	51%[activator]	-2%	-16%	11%
Cc1cc(C)c(S(=O)(=O)N2CCN(C(=O)c3cc4ccccc4oc3=O)CC2)c(C)c1	19%	7%	1%[59 µM]	x	1%	30%	-2%	-23%	1%
CC(=O)C1(C)C(=O)N(c2ccc(C)cc2)C(=O)N1c1ccc(C)cc1 (centres undefined)	36%	-3%	x	x	-2%	23%	1%	-6%	x
O=C(Nc1cccc(S(=O)(=O)N2CCOCC2)c1)C1COc2ccccc2O1 (centres undefined)	8%	-2%	-48%	x	6%	8%	-5%	-14%	11%
CCOc1cccc(NC(=O)C2CC(=O)N(C)C(=Nc3ccccc3)S2)c1 (centres undefined)	20%	u	37%[12.7 µM]	-10%	4%	-21%	x	-22%	-31%
Nc1c(NCCC2=CCCCC2)c(=O)[nH]c(=O)n1Cc1ccccc1	39%	u	-27%[59 µM]	2%	u	38%[activator]	-9%	-29%	-28%
Cc1c(Cl)cccc1NC(=O)Nc1nnc(N(C)C2CCCCC2)s1	23%	-7%	-32%[59 µM]	-4%	0%	22%	2%	-22%	u
CCn1c(N2CCN(C(=S)NCC(C)C)CC2)nc2ccccc21	21%	1%	19%[59 µM]	-3%	-1%	14%	1%	-2%	4%
COc1ccccc1/C=C/C(=O)NCC(=O)n1nc(C)cc1C	13%	-4%	x	-1%	-2%	57%[activator]	-6%	-5%	1%
O=C(O)C1CC=CCC1C(=O)Nc1cccc(F)c1 (centres undefined)	18%	-1%	u	3%	7%	-6%	x	-25%	-5%

More results follow:
SMILES	HP1b chromo inh	Pin1 inhibitor	G9a block	BLM helicase inh	GLS inhibitor	Pol iota inh	PGK inhibitor	JMJD2A Tudor	BAZ2B inh
COc1ccccc1NC(=S)N1CCC(NC(=O)c2ccco2)CC1	41%[activator]	0%	28%	-4%	13%	28%	-10%	-18%	-31%
COC(=O)c1ccc(OC(=O)c2ccc(OC)c(OC)c2)c(OC)c1	28%	-2%	-109%	-4%	9%	2%	-2%	1%	2%
Cc1ccccc1CCN(C(=O)Cn1nnc2ccccc21)C(C(=O)NC(C)(C)C)c1ccsc1 (centres undefined)	11%	1%	17%[59 µM]	-1%	5%	-19%	x	u	-2%
COc1ccc(/C=C/c2onc(C)c2S(=O)(=O)N2CCC(C(=O)N3CCC(C)CC3)CC2)cc1	58%&28%[activator]	10%&-2%	-2%	-8%&-8%	-2%&0%	3%&9%	-6%&0%	-24%&-17%	-33%&-3%
COc1ccc(N2CCN(C(=O)C3CCCN(S(=O)(=O)c4ccc(F)cc4)C3)CC2)cc1 (centres undefined)	-17%	1%	x	-2%	15%	4%	0%	-32%	40µM*
CCN1CCCC1CNC(=O)c1cc(S(=O)(=O)CC)c(N)cc1OC (centres undefined)	x	x	45%&-7%[activator][59 µM]	2%&-1%&2%	12%	x	x	x	-20%&-2%
Cc1ccc(NC(=O)C(=O)NCCc2c[nH]c3ccccc23)c(C)c1	37%	1%	-26%	-8%	-15%	21%	-9%	-3%	x
COc1ccccc1CN1CCNC(=O)C1CC(=O)O (centres undefined)	7%	-2%	-14%	-8%	10%	14%	4%	6%	-18%
Cc1ccc2c(c1)C1CN(C)CCC1N2Sc1ccccc1[N+](=O)[O-] (centres undefined)	u	3%	u	1%	25%	20%	0%	32µM*	16µM*
CCOC(=O)CSc1nc2c(sc3ccccc32)c(=O)n1CCCN1CCOCC1	14%	5%	2%[59 µM]	7%	8%	7%	6%	-14%	-9%
CCN(CC)CCOC(c1ccccc1)c1ccc(C)cc1 (centres undefined)	13%	-4%	-34%[59 µM]	-3%	5%	17%	-9%	-8%	-9%

Screening results: PubChem BioAssay, National Center for Advancing Translational Sciences (NCATS)
